Assay outcomes: PubChem BioAssay, several laboratories
Rad51 HR inh: Rad51 (human) homologous recombination inhibition; 0.085% of 200,000 active; hRad51 DNA strand exchange, fluorescence dequenching; inhibition, % at 10 µM;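 active means inhibition above 40% at the single screening dose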;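 further: 0% = DMSO control wells and 100% = blanks with heterologous ssDNA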
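Material: Human Rad51 nucleoprotein filaments preassembled on unlabelled ssDNA | Also added: Labelled 47-mer dsDNA for strand exchange | Dosing: Single dose, 10 µM final compound | Schedule: 30-min compound preincubation and 15-min exchange, both room temperature | Technique: Fluorescence dequenching at 485/520 nm | Measure: Percent inhibition relative to plate controls and blanks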
KCC2 mod: KCC2 (human) Cl- transport modulation. 2.2% of 190,000 active. Q9H2X9. KCC2 cells, thallium flux FluoZin-2 fluorescence. B-score of Tl+ flux slope (higher = more flux/activation; lower = inhibition) at 10 µM;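 active means thallium flux slope and its plate-corrected score both differing from the plate sample mean at a set confidence after two filtering rounds, in either direction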;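 further: slope of fluorescence scaled to starting intensity during 10 to 20 s after thallium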
zVAD death inh: blocks zVAD induced death of L929 cells; L929 zVAD necroptosis rescue, ATP luminescence, 24 h; with zVAD 60 µM; viability rescue, % at 10 µM; 0.38% of 220,000 active; AID 1377;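 active means activation, scaled between plate controls, above about 75%, limit read from the data; inactive means activation under that limit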;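 further: 0% = zVAD with DMSO and 100% = DMSO alone without zVAD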
TNF death inh: blocks TNF-alpha induced death of Jurkat FADD-/- cells | Jurkat FADD-/- TNF necroptosis rescue, ATP luminescence, 24 h; 0 = TNF only, 100 = no-TNF cells | activation (protection from cell death), % at 10 µM | 0.068% of 220,000 active | AID 463075;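 active means activation, meaning protection from cell death, of at least 50% relative to plate controls; inactive means activation below 50%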;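 further: necroptosis triggered by 40 ng/mL TNF-alpha added together with compound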
EBV gp42 block: EBV gp42 inhibition; Q1HVG2; inhibition, % (tested at 21.74 µM); Fluorescence polarization binding assay, mP read-out; 0.42% of 220,000 active; in the data active means inhibition above about 50%
PERK inh: human PERK inhibition, primary cell-based screen; CHO PERK-DD fusion, SEAP luminescence translation reporter; AID 1416; 0.17% of 220,000 active; inhibition, % at 5.6 µM;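 active means inhibition above the mean inhibition of all tested compounds plus 3 SD, set separately per screening campaign, cut at about 2.9% in these data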;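 further: PERK kinase domain activated by AP20187 dimerizer at 100 nM; 0% = DMSO with dimerizer and 100% = rapamycin at 8.4 µM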
eIF4E 4G PPI: eIF4E/eIF4G interaction inhibition in translation initiation. 0.37% of 220,000 active. inhibition, % at 21.7 µM. AID 782. TR-FRET eIF4E-eIF4GI(517-606) binding, 2 h;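 active means inhibition above about 30%, limit read from the data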;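 further: 0% = full FRET control wells and 100% = background wells lacking eIF4GI fragment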
Target sequence (P63073 whole entry, looked up, the tested form may be a part): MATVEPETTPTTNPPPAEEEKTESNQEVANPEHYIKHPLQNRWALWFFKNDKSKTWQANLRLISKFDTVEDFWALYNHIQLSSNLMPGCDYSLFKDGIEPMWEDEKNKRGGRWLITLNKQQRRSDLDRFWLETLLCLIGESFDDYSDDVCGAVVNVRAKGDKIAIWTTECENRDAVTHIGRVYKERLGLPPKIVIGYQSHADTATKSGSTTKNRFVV
Target sequence (Q04637 whole entry, looked up, the tested form may be a part): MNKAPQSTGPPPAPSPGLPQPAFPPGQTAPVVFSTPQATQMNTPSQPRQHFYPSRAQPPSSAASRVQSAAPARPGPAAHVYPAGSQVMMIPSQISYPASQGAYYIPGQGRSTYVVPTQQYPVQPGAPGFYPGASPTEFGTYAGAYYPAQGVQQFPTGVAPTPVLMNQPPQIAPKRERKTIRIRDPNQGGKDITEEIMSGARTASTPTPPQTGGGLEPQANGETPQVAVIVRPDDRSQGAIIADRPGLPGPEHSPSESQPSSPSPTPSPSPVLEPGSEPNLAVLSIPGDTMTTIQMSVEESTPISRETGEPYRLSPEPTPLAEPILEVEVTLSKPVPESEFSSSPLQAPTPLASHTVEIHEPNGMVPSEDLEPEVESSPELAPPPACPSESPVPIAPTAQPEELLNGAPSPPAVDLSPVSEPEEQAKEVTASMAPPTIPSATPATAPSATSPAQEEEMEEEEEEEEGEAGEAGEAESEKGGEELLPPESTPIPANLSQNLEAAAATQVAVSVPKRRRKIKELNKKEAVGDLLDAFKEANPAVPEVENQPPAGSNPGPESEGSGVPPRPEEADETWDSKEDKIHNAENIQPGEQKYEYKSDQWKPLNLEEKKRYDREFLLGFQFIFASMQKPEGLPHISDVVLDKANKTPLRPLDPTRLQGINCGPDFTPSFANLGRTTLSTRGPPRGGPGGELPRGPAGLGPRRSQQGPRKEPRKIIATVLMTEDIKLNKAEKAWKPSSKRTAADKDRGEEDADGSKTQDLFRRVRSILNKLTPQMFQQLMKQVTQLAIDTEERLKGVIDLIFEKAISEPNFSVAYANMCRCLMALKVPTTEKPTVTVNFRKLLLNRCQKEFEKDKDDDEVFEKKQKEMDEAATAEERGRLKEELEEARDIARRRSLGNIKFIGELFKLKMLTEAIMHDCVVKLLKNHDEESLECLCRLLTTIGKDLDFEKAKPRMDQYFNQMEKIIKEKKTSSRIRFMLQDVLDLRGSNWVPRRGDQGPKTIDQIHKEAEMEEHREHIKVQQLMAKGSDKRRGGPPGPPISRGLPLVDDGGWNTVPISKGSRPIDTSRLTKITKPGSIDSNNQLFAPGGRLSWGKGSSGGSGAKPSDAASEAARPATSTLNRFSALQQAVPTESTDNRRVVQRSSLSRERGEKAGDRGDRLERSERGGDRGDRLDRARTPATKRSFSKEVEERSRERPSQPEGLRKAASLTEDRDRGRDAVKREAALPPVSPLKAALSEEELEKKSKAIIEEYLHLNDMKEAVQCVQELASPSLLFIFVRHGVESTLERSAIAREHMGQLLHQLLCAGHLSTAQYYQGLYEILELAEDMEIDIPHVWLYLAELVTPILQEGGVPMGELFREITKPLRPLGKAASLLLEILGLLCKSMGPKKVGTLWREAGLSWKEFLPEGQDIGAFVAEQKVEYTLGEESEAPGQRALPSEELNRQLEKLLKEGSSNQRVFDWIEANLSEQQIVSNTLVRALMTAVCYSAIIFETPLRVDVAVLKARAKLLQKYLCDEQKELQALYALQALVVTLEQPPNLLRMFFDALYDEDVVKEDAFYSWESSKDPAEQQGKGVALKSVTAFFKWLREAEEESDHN
MDM2 E3 inh: inhibitors of human Mdm2 E3 ubiquitin ligase; cell-based MDM2 ubiquitination luciferase reporter, 2 h; 0 = plate control, 100 = twice control, blank-subtracted; 0.11% of 210,000 active; signal enhancement, % at 5 µM;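 active means signal enhancement of 30% or more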;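 further: luminescence tracks abundance of the self-degrading MDM2-luciferase fusion protein; higher signal means inhibition of MDM2 E3 ligase activity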
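Assay system: stable mammalian line carrying autodegrading MDM2–luciferase fusion reporter; amount: 2000 cells seeded into each well; buffer or medium: DMEM; benchmarks: plate control and blank wells; signal: luciferase luminescence; timing: 2 h compound exposure at 37 °C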
m-calpain inh: blocks pig calpain II enzyme activity. purified calpain II, fluorogenic peptide substrate, 30 min. inhibition, % at 16 µM. 0.37% of 220,000 active;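 active means inhibition above about 50%, limit read from the data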
Active calls of the source: *; x = no result given; [ ] = another dose, or the depositor's remark.

SMILES | Rad51 HR inh | KCC2 mod | zVAD death inh | TNF death inh | EBV gp42 block | PERK inh | eIF4E 4G PPI | MDM2 E3 inh | m-calpain inh
Cc1cccn2c(=O)c(/C=C(\C#N)C(N)=O)c(Oc3ccccc3)nc12 | x | 0.182 | -0.5 | -9.1 | -13.0 | 0.7 | 3.8 | -2.1 | -8.0
CCOc1ccc(CN2CCN(C(=O)c3ccccc3)CC2)cc1 | -2.8 | x | 0.0 | -2.6 | -10.5 | 0.3 | 1.1 | -3.9 | -9.8
CC1CCN(c2nc(-c3cccnc3)nc3scc(-c4ccccc4)c23)CC1 | x | 0.953 | 0.4 | 0.2 | -39.7 | -0.8 | -2.1 | x | 14.5
CSCCC(NC(=O)COc1cccc2ccccc12)C(=O)O (stereo unspecified) | -16.6 | -0.032 | 1.5 | -0.3 | -7.0 | 2.5 | 2.1 | -92.0 | 4.5
O=C(C1CCC(C(=O)N2CCc3ccccc32)CC1)N1CCc2ccccc21 (stereo unspecified) | 14.9 | -1.07 | 0.2 | -0.4 | -23.7 | 0.3 | 2.7 | -21.0 | -25.9
NCc1ccc2[nH]c(=O)[nH]c2c1 | -8.2 | 0.257 | 3.1 | -0.3 | -9.0 | 0.6 | -2.7 | -22.4 | -4.0
COc1ccc(NC(=O)COC(=O)C2CC3C=CC2C3)cc1 (stereo unspecified) | -19.7 | 0.193 | 1.6 | 0.5 | -6.1 | 0.9 | 1.8 | -22.0 | -1.4
CC(=O)Nc1ccc(C(=O)OCC(=O)N(C)C2CCCCC2)cc1 | -1.6 | 0.997 | 54.9 | 1.5 | -8.9 | -1.2 | 1.0 | -10.3 | -20.8
O=S(=O)(NCC1CCCO1)c1ccc2oc3ccc(S(=O)(=O)NCC4CCCO4)cc3c2c1 (stereo unspecified) | -5.0 | -0.392 | x | 0.1 | -4.8 | -0.8 | -0.6 | -4.4 | -12.2
COc1cc(C(=O)Nc2cc(-c3nc4cc(C)ccc4o3)ccc2C)cc(OC)c1OC | 3.8 | x | 1.6 | -1.4 | -11.1 | 0.6 | -1.6 | -20.4 | -158.0
CN(C)c1ccc(/C=N/NC(=O)CN2CCN(c3ccc(F)cc3)CC2)cc1 | 9.1 | 1.64 | 0.6 | 1.2 | -18.0 | 1.5 | 9.1[fluorescence artefact?] | 10.3 | -19.8
CCOc1cccc(NC(=O)C2CCCN(S(=O)(=O)c3ccc(-n4cnnn4)cc3)C2)c1 (stereo unspecified) | -1.7 | 0.839 | -0.3 | 1.8 | -5.3 | 0.4 | -13.6 | -40.4 | -11.1
CC(C)(/C=N/O)/[N+]([O-])=C/c1ccccc1C(F)(F)F | x | -0.0435 | 0.1 | -2.1 | -22.7 | 0.6 | 13.5 | 3.1 | 12.4
O=Cc1cc2ccccc2nc1SCc1ccc(Cl)c(Cl)c1 | -1.9 | 0.446 | 0.1 | -19.6 | 10.1 | 0.4 | -4.5 | 0.3 | 15.4
N#Cc1ccc(OCC(=O)NCC2(N3CCCCC3)CCCCC2)cc1 | x | 1.26 | -0.2 | 0.1 | -18.0 | 0.0 | -4.1 | -8.6 | -19.0
CCOC(=O)CSc1nc(C(C)C)nc2sc(C)c(C)c12 | -7.9 | 2.22 | 1.8 | 0.2 | 5.8 | -0.1 | 3.3 | -5.3 | 54.5*
Cc1nonc1CC(=O)N1CCCC(C(=O)c2ccc(Cl)cc2)C1 (stereo unspecified) | -6.2 | -0.00448 | -0.9 | -0.1 | -7.0 | 0.4 | 2.4 | -3.8 | -26.2
N#CCCn1[nH]c(-c2ccccc2)cc1=O | 4.1 | -0.0612 | 0.1 | -0.4 | -3.5 | 1.7 | 5.0 | -4.1 | -5.5
COc1ccc2c(CC(=O)Nc3nccs3)coc2c1 | -10.4 | -0.223 | 2.1 | 1.1 | -19.4 | -0.2 | -2.6 | 3.9 | -40.1
NS(=O)(=O)c1cccc(NC(=O)c2cc3ccccc3o2)c1 | 0.6 | -1.57 | 26.7 | -1.1 | -10.2 | 1.0 | -0.3 | -5.6 | -26.5

Four records drawn at random from the list so far:
SMILES | Rad51 HR inh | KCC2 mod | zVAD death inh | TNF death inh | EBV gp42 block | PERK inh | eIF4E 4G PPI | MDM2 E3 inh | m-calpain inh
O=Cc1cc2ccccc2nc1SCc1ccc(Cl)c(Cl)c1 | -1.9 | 0.446 | 0.1 | -19.6 | 10.1 | 0.4 | -4.5 | 0.3 | 15.4
COc1ccc2c(CC(=O)Nc3nccs3)coc2c1 | -10.4 | -0.223 | 2.1 | 1.1 | -19.4 | -0.2 | -2.6 | 3.9 | -40.1
NS(=O)(=O)c1cccc(NC(=O)c2cc3ccccc3o2)c1 | 0.6 | -1.57 | 26.7 | -1.1 | -10.2 | 1.0 | -0.3 | -5.6 | -26.5
Cc1nonc1CC(=O)N1CCCC(C(=O)c2ccc(Cl)cc2)C1 (stereo unspecified) | -6.2 | -0.00448 | -0.9 | -0.1 | -7.0 | 0.4 | 2.4 | -3.8 | -26.2

More compounds
SMILES | Rad51 HR inh | KCC2 mod | zVAD death inh | TNF death inh | EBV gp42 block | PERK inh | eIF4E 4G PPI | MDM2 E3 inh | m-calpain inh
COCCSc1nnc(NC(=O)Cc2ccc(OC)c(OC)c2)s1 | 4.6 | 0.27 | 1.3 | -0.8 | -12.0 | 0.7 | 4.3 | -6.4 | -23.2
Cc1ccc(S(=O)(=O)CCc2nc3ccccc3s2)cc1C | 4.7 | 0.0884 | 0.2 | -0.2 | -9.4 | 0.1 | -11.3 | -13.1 | -11.6
O=S(=O)(/C=C/c1ccccc1)N1CCN(Cc2ccc3c(c2)OCO3)CC1 | 11.4 | 0.651 | 1.1 | 0.9 | -6.8 | 0.8 | -0.8 | -8.5 | 36.3
COc1cc(NC(=O)c2ccc3c(c2)OCCO3)ccc1NC(=O)c1cccs1 | -0.6 | -1.34 | 64.3 | 0.7 | 9.2 | -0.5 | -4.2 | -9.5 | -21.3
Cc1c(-c2cccc(Cl)c2)nc2ccccc2c1C(=O)OC/C(O)=C(\C#N)c1nc2ccccc2[nH]1 | -61.9 | -0.993 | 5.8 | 1.5 | -26.2 | 0.2 | 3.5 | -6.6 | -79.7
COc1ccccc1/C=C/C=N/NC(=O)c1ccc2nc[nH]c2c1 | 6.3 | -1.61 | 1.7 | -1.7 | -6.3 | 0.3 | -4.3 | -13.3 | -22.9
CO/N=C/NC(=O)C1=NOC(CNc2ncc(C(F)(F)F)cc2Cl)C1 (stereo unspecified) | 6.9 | 0.0578 | 0.4 | -0.9 | -1.6 | -0.4 | 4.0 | -18.8 | 6.3
CCCCn1c(N)c(N(CC)C(=O)c2cc(Br)ccc2Cl)c(=O)[nH]c1=O | 2.3 | 0.5 | 1.3 | 0.8 | -4.3 | 1.2 | -0.3 | 4.2 | 13.5
Cc1cc2nc(-c3ccc(SCc4ccccn4)nc3)[nH]c2cc1C | -2.0 | -0.835 | 26.2 | -3.3 | -10.3 | -0.4 | -2.3 | -15.7 | -364.4
COc1cc(N2CCCC2)c(OC)cc1/C=C(/C#N)c1cccc(F)c1 | -2.0 | -0.884 | -0.1 | 1.3 | 107.9* | 0.3 | 3.1 | -12.1 | 1.3
CC1CCCN(CC(O)COCc2ccc3c(c2)OCO3)C1 (stereo unspecified) | x | -0.709 | -0.5 | 0.8 | -2.8 | 2.2 | 1.9 | -5.5 | -14.6
C/C(CC(=O)NCCCN1CCOCC1)=N\NC(=O)COc1cccc2ccccc12 | -21.4 | 0.703 | 0.3 | 0.7 | -7.9 | 0.9 | -8.5 | -13.2 | -17.1
CCOc1cccc(-c2nnc3sc(COc4ccc(Cl)cc4)nn23)c1 | -0.4 | -3.59* | 1.4 | 1.1 | -2.4 | 0.8 | -17.1 | -22.4 | 9.8
COC(=O)c1cc(=O)n2c(sc3ccccc32)c1C#N | 4.8 | -0.0495 | 0.7 | -1.0 | -25.3 | 1.1 | -5.2 | -1.4 | -166.1
O=C(Nc1ccc(N2CCOCC2)c(S(=O)(=O)Nc2cc(Cl)ccc2Cl)c1)c1cccnc1 | -0.1 | 0.181 | 0.7 | 1.2 | -8.0 | -0.6 | -1.6 | -6.3 | -17.6
O=C(NCC1CCCCN1)c1cc(OCC(F)(F)F)ccc1OCC(F)(F)F (stereo unspecified) | 3.1 | 0.102 | 0.9 | 1.6 | 0.1 | -0.9 | -0.4 | x | -12.7
CC(C)(C)C(=O)Nc1ccccc1C(=O)Nc1ccccn1 | 4.1 | -0.49 | -0.2 | -2.1 | -14.6 | 0.5 | -6.5 | 1.0 | 18.5
Cc1ccc(C(=O)Oc2cc(C)n(C)c(=O)c2)cc1 | 1.5 | x | -0.1 | -5.3 | -21.8 | 1.2 | 1.5 | -2.0 | -14.7
Cc1ccc(-c2cc(C(=O)OCC(=O)N(C)C3CCS(=O)(=O)C3)c3ccccc3n2)o1 (stereo unspecified) | -14.8 | -0.716 | 0.9 | -2.6 | 12.4 | 0.6 | 0.7 | -3.4 | -124.5
O=C(CCCN1C(=O)c2ccccc2C1=O)N1CCN(c2ccccn2)CC1 | -3.9 | -1.73 | -0.4 | -1.1 | -16.3 | -0.8 | 2.3 | -3.0 | 40.2
CSc1nc2c(cnn2-c2ccc(C)c(C)c2)c(=O)[nH]1 | 0.7 | 1.18 | -0.8 | -2.1 | -12.7 | -0.7 | -5.8[fluorescence artefact?] | -8.8 | -7.0
Cc1ccc(C(=O)NNC(=O)c2cc(OCC(F)(F)F)ccc2OCC(F)(F)F)cc1 | -6.1 | 1.52 | 0.0 | -3.7 | -10.7 | -0.6 | -2.6 | 0.5 | -4.8
COc1cc(C(=O)NNC2=CC(=O)CC(C)(C)C2)cc(OC)c1OC | -1.6 | 0.0228 | 0.4 | 1.7 | -3.2 | 1.1 | -3.1 | -9.0 | 32.9
O=C(c1ccc2c(c1)OCO2)C1CCCN(Cc2ccc3nsnc3c2)C1 (stereo unspecified) | 1.2 | -0.0761 | 1.4 | 1.3 | -14.3 | 0.6 | 1.6 | -0.1 | 12.9
CC1=CC(c2ccccc2)n2nc(N3C(=O)c4ccccc4C3=O)nc2N1 (stereo unspecified) | -8.6 | -0.674 | 0.0 | -3.1 | -1.4 | -0.7 | -1.8 | -20.0 | -12.1
Cc1ccc(OCc2nnc(SCc3cc(=O)[nH]c4ccccc34)n2-c2ccccc2)cc1 | -2.4 | -1.6 | -0.1 | 0.3 | -14.7 | 0.8 | -4.0 | -4.4 | -8.3
C=CCn1c(O)c(N=NC(=O)OCC)c2ccccc21 | 13.9 | -0.532 | 1.0 | -0.5 | -11.4 | 0.3 | 3.1[fluorescence artefact?] | 4.3 | 8.5
Cc1ccc([N+](=O)[O-])cc1S(=O)(=O)N1CCC(C)CC1 | -1.5 | -0.349 | -0.6 | 1.6 | 1.7 | 0.7 | -2.1 | -4.0 | -10.2
C=CCn1cc(C(=O)OC)c(=O)c2cc(S(=O)(=O)N3CCCCCC3)ccc21 | 1.0 | -1.2 | -0.4 | 3.3 | 5.5 | 0.4 | 15.5 | -6.0 | -1.4
O=C(CC(=O)Nc1nc(C23CC4CC(CC(C4)C2)C3)cs1)NCCO | x | -0.816 | -0.8 | -2.2 | -29.0 | 0.7 | -1.5 | -7.4 | -12.8
CC(C)CCn1nnnc1C(c1ccc(F)cc1)N1CCN(C(=O)c2ccco2)CC1 (stereo unspecified) | 0.9 | x | -0.4 | 0.3 | -4.9 | -0.9 | 8.4 | -18.5 | -5.7
CN(C)CCNC(=S)NC1CCCCC1 | x | x | -1.0 | 0.0 | 1.8 | -0.4 | 0.6 | -11.9 | 14.4
